G6PDH CS – counter-screen for G6PDH assay hits: L. mesenteroides G6PDH inhibition; Purified L. mesenteroides G6PDH, diaphorase/resazurin coupled fluorescence, 45 min; inhibition, % at 5 µM; 0.12% of 200,000 active; in the data active = inhibition above about 50%
PPARg SRC-2 ag – PPARgamma-driven SRC-2 recruitment agonism | PPARgamma LBD-SRC-2 recruitment, biochemical | activation, % at 8 µM | 0.34% of 200,000 active | AID 1032; in the data active = activation above about 22%;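 note: 0% = vehicle and 100% = reference agonist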
SRC2 TRFRET art – flags TR-FRET format artefacts in PPARgamma SRC-2 recruitment agonist screen. AID 1049. TR-FRET artefact counter-screen; hits give high values. TR-FRET ratio at 8 µM. 0.4% of 200,000 active; in the data active = TR-FRET ratio above about 2000; note: inactives centre near 1500
S1P3 antagonist – antagonists of human S1P3 receptor; CHO S1P3 NFAT-BLA reporter, FRET fluorescence, antagonist mode; AID 485; inhibition, % at 4.98 µM; 0.27% of 170,000 active; Q99500;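 active = inhibition above the plate cutoff, the mean inhibition of test wells on that plate plus 3 SD, cut at about 28% in these data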;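 note: cells challenged with S1P at its EC80 of 0.8 µM; blue over green emission ratio from cleaved BLA substrate after 4 h stimulation; 0% = S1P-stimulated wells and 100% = unstimulated DMSO-only wells; some compounds past the cut are filed as inactive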
Target sequence (Q99500 whole entry, looked up): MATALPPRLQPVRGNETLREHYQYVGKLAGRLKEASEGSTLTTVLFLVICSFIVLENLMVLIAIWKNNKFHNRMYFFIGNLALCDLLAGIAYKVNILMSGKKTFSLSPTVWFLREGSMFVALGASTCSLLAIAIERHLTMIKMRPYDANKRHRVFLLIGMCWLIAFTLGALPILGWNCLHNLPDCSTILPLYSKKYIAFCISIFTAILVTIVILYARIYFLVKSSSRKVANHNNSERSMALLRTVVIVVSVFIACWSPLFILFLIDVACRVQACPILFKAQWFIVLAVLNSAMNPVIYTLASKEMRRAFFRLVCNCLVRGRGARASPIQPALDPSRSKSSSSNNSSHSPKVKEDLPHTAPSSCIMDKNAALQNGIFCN
PMI act satM6P – activators of human phosphomannose isomerase at near-saturating mannose 6-phosphate | activation factor at 20 µM | 0.34% of 190,000 active | P34949 | coupled PMI enzyme assay, resazurin fluorescence, 20 min; hits give high values; 1 = untreated enzyme, 0 = substrate-free blank;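 active = activation factor of 2 or more at 20 µM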
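Test system: human PMI in coupled enzyme assay; Input: PMI at 15 ng/mL final; Medium: HEPES buffer, pH 7.4; Schedule: 20 min incubation at room temperature; Technique: resorufin fluorescence at Ex 544/Em 590 nm; Compound: 20 µM single dose; Probe or stimulus: Near-saturating mannose-6-phosphate, 1.0 mM.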
ROMK mod – human ROMK K+ channel modulation, primary screen. P48048. Tet-inducible ROMK, thallium flux fluorescence; actives lie on both sides. B-score at 10 µM. 2% of 130,000 active. AID 1918;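 active = signal ratio slope over the read window, or its plate-corrected B-score, at least 3 SD from the plate mean, either direction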;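 note: B-score of the F/F0 ratio slope over 7 to 12 s after thallium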
Target sequence (P48048 whole entry, looked up): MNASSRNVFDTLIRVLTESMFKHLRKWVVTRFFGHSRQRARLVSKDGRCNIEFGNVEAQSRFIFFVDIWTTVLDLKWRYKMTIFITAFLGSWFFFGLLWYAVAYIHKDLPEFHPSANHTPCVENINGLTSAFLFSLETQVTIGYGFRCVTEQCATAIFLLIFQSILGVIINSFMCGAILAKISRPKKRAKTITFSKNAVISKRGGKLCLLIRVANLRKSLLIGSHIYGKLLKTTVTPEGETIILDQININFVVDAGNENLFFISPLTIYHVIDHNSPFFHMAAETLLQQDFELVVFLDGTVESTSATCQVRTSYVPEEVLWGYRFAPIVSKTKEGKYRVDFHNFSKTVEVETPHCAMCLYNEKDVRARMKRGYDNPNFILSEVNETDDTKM
PMI act – activators of human phosphomannose isomerase. P34949. purified human PMI, coupled resazurin fluorescence, 20 min; hits give high values; 1 = vehicle control, 0 substrate-free wells. activation factor at 20 µM. 0.005% of 190,000 active. AID 1214;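 active = activation factor of 2 or more at 20 µM, relative to plate controls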
Diaphorase act – activates diaphorase or chemically reduces, flagging diaphorase assay artifacts; Diaphorase/resazurin coupled assay, resorufin fluorescence, 16 min; hits give high values; 1 = vehicle wells, 0 = NADH-free wells; activation factor at 20 µM; 0.005% of 190,000 active;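 active = diaphorase activity raised at least twofold by the compound at 20 µM; inactive = activation factor below 2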
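Test system: Clostridium kluyveri diaphorase, purified enzyme. Buffer or medium: 50 mM HEPES pH 7.4 buffer plus MgCl2 and Tween 20. Also added: 0.114 mM NADH and 0.1 mM resazurin, final amounts. Dosing: compound 20 µM once, DMSO 1%. Schedule: 16 min enzyme reaction, ambient temperature. Detection: fluorescence of resorufin, 544 nm excitation, 590 nm emission.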
Diaphorase inh – diaphorase inhibition or chemical oxidation counter-screen; diaphorase resazurin-to-resorufin fluorescence, NADH, 16 min; bacterial (C. kluyveri) enzyme, not human; inhibition, % at 20 µM; 0.69% of 190,000 active;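 active = primary screen inhibition at 20 µM above a set limit, cut at about 50% in these data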;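 note: plate controls were DMSO with full reaction for no effect and wells lacking NADH for full effect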
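material = Clostridium kluyveri diaphorase enzyme | amount = 0.14 U/mL diaphorase, enzyme working solution | schedule = incubation 16 min, room temperature | detection = fluorescence of resorufin formed from resazurin, Ex 544/Em 590 nm | benchmarks = positive control minus NADH, DMSO neutral control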
PPARg SRC1 recr – PPARgamma-driven SRC-1 recruitment agonism; P37231; 0.41% of 200,000 active; PPARgamma-SRC-1 coactivator recruitment biochemical assay; activation, % at 8 µM; in the data active = activation above about 19%;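 note: 0% = DMSO and 100% = reference agonist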
PPARg SRC3 recr – agonists of human PPARgamma SRC-3 coactivator recruitment | biochemical PPARgamma/SRC-3 coactivator recruitment assay | P37231 | activation, % at 8 µM | 0.26% of 200,000 active; in the data active = activation above about 23%;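 note: 0% = DMSO and 100% = reference agonist; some compounds past the cut are filed as inactive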
* = called active by the depositor; nt = not tested or not shown.

SMILES	G6PDH CS	PPARg SRC-2 ag	SRC2 TRFRET art	S1P3 antagonist	PMI act satM6P	ROMK mod	PMI act	Diaphorase act	Diaphorase inh	PPARg SRC1 recr	PPARg SRC3 recr
O=C(O)CC1=C(O)C(=O)N(c2ccccc2)C1c1ccc(Cl)cc1 (stereo not given)	0	13	1698	nt	1	1.6	0.9	0.8	20	1	8
COc1cc(C(=O)Nc2nc(-c3ccc(Cl)cc3)c(C)s2)ccc1OCC(=O)Nc1ccc(F)cc1	-28	6	1582	-13	1.1	nt	1	1	4	8	3
O=C(Oc1cccc(/C=N/Nc2nc(N3CCOCC3)nc(N3CCOCC3)n2)c1)c1ccco1	-1	12	1395	nt	0.9	nt	0.9	0.9	8	0	-3
Cc1[nH]nc(SCC(=O)Nc2cccc(O)c2)c1[N+](=O)[O-]	3	-6	1612	-29	1.2	-0.31	1.3	1.1	-6	4	1
COc1ccc(CN(C2CCCC2)S(=O)(=O)c2ccc(-n3cnnn3)cc2)cc1OC	-1	6	1408	28	0.9	-1.2	1	0.9	9	2	0
COc1ccc(-n2c(CNC(=O)COc3ccccc3)n[nH]c2=S)cc1	7	-8	1411	-22	1.1	-0.032	1	0.8	18	-5	3
CCC(C)[C@H](NC(=O)Nc1ccc2c(c1)OCCO2)C(=O)O (stereo not given in full)	0	2	1472	-27	1	0.26	1	0.8	19	2	-20
O=C(OCn1nnc2ccccc2c1=O)c1ccc2c(=O)n3c(nc2c1)CCC3	-2	1	1533	-24	1.1	nt	1	1	4	2	-2
FC(F)(F)c1nnc(-c2ccccc2)nc1N1CCOCC1	10	8	1744	nt	1	nt	1	0.9	12	1	20
Cc1cc(C)n(CC(=O)NC2CCCCC2)n1	-1	7	1565	12	1	nt	1	0.8	17	2	5
Cc1cc(NS(=O)(=O)c2ccc(Nc3nc(-c4sc(N)nc4C)cs3)cc2)no1	20	16	1433	7	1	nt	0.8	0.8	23	-3	-2
COc1ccc(-c2ccc(SCC(=O)N3CCN(c4ccccc4)CC3)nn2)cc1	4	3	1537	-8	1.1	0.23	1.1	0.9	9	2	0
CC(Nc1ccccc1)c1ccncc1 (stereo not given)	17	8	1649	-24	0.9	0.036	0.9	0.8	16	6	2
O=C(CN1CCN(C(=O)c2ccco2)CC1)Nc1ccc2c(c1)OCCO2	3	3	1643	-31	0.9	0.74	0.9	0.8	18	6	6
CC(=O)c1cccc(N2C(=O)C3C4CCC(C4=C(C)C)C3C2=O)c1 (stereo not given)	8	13	1535	-16	1	-0.24	1	1.1	-7	4	1
Cc1cc(=O)oc(C)c1C(=O)Nc1cccc2nonc12	9	2	1650	nt	0.9	0.13	1.1	0.9	9	1	-6
CCOC(=O)c1cnc(SCC(=O)Nc2ccc(NC(=O)CC)c(OC)c2)nc1N	-40	-2	1546	-25	1	0.42	1	0.9	8	3	-9
CSc1ncc(F)c(N(CCO)CCO)n1	21	1	1570	-5	1	1.3	1	0.9	9	1	1
Cc1cccc(OCCCCc2c(C)n[nH]c2C)c1C	11	0	1565	-2	1	nt	0.8	0.9	12	3	-2
CCn1c(NCc2ccco2)nc2ccccc21	-2	-3	1498	15	1.1	-0.0064	1.1	0.9	8	5	7
CCOC(=O)c1c(-c2ccc(F)cc2)csc1NC(=O)CCN1CCOCC1	-8	1	1711	0	0.9	nt	0.8	0.9	13	2	0
Nc1nnc(C2CCCC2)s1	0	-3	1609	-5	1	0.6	1	0.9	7	-5	-2
O=C(CSc1ccsc1[N+](=O)[O-])N1CCCCCC1	7	5	1676	-27	1	0.26	1.1	0.8	16	4	4
COc1cccc(C2(O)CCN(C(=O)Cc3cccnc3)CC2)c1	13	4	1511	nt	1	nt	1	1	0	-10	7
O=C(COC(=O)c1cccc(C(F)(F)F)c1)NCc1ccccc1	9	-8	1386	-10	0.9	-0.03	1	0.9	12	-12	-3

The final 6 entries of the section before come first, to join the parts.
SMILES	G6PDH CS	PPARg SRC-2 ag	SRC2 TRFRET art	S1P3 antagonist	PMI act satM6P	ROMK mod	PMI act	Diaphorase act	Diaphorase inh	PPARg SRC1 recr	PPARg SRC3 recr
CCn1c(NCc2ccco2)nc2ccccc21	-2	-3	1498	15	1.1	-0.0064	1.1	0.9	8	5	7
CCOC(=O)c1c(-c2ccc(F)cc2)csc1NC(=O)CCN1CCOCC1	-8	1	1711	0	0.9	nt	0.8	0.9	13	2	0
Nc1nnc(C2CCCC2)s1	0	-3	1609	-5	1	0.6	1	0.9	7	-5	-2
O=C(CSc1ccsc1[N+](=O)[O-])N1CCCCCC1	7	5	1676	-27	1	0.26	1.1	0.8	16	4	4
COc1cccc(C2(O)CCN(C(=O)Cc3cccnc3)CC2)c1	13	4	1511	nt	1	nt	1	1	0	-10	7
O=C(COC(=O)c1cccc(C(F)(F)F)c1)NCc1ccccc1	9	-8	1386	-10	0.9	-0.03	1	0.9	12	-12	-3
O=C1CC(c2cccc(F)c2)SC(N(c2ccccc2)c2ccccc2)=N1 (stereo not given)	-1	-1	1486	nt	1	nt	1	0.9	10	-2	-11
CC(NCC(O)COCCC12CC3CC(CC(C3)C1)C2)c1ccccc1 (stereo not given)	8	7	1501	-4	1.1	-1.9	1	1.1	-11	-12	-1
C=CCn1c(SCC(=O)Nc2cc(C)cc(C)c2)nnc1-c1cnccn1	-1	9	1669	1	1.1	nt	1	1	3	4	21
CC1CCC(NC(=O)C2(C)CCC(=O)N2Cc2cccnc2)CC1 (stereo not given)	-9	9	1475	-18	0.9	nt	0.9	0.9	12	8	9
COC(=O)c1ccccc1NC(=O)NC1CCC(C)CC1 (stereo not given)	14	-8	1488	5	1	0.85	0.9	0.8	16	-2	0
CCN(Cc1ccccc1)S(=O)(=O)c1cc(C(=O)NCCCN(C)C)ccc1OC	1	4	1481	-15	1	-0.55	1.1	1	4	-2	5
COc1c(C)cc(Br)cc1C(=O)NCc1cccnc1	5	8	1804	0	1.1	nt	1.2	1	-2	-1	9
COCCNC(=O)C(c1ccco1)N(C(=O)Cn1nnc2ccccc21)c1ccc(C)cc1C (stereo not given)	-9	11	1586	10	0.9	nt	0.9	0.8	16	-4	10
O=C(CCOc1ccccc1)Nc1ccccc1	5	5	1405	nt	1	nt	1	0.9	13	2	-1
Cn1c(=O)c2[nH]c(N3CCN(c4ccccc4)CC3)nc2n(C)c1=O	4	8	1615	-15	1	-0.19	1	1.2	-17	3	4
COC(=O)N/N=C/c1cn(Cc2c(Cl)cccc2Cl)c2ccccc12	5	1	1629	12	0.9	nt	0.8	0.8	24	8	-3
CCOc1ccc(OCCC(=O)Nc2ccc(F)cc2C)cc1	14	-4	1532	-13	0.9	1.7	0.9	0.8	16	-5	3
COC(=O)Cc1ccc(NC(=S)Nc2ccccn2)cc1	10	7	1542	-10	0.7	-0.21	0.8	0.7	32	6	2
O=C(Nc1nc(-c2ccc(Cl)cc2Cl)cs1)c1ccc(OCC2CCCO2)cc1 (stereo not given)	-5	-1	1452	17	0.9	1.1	0.9	0.8	22	4	0
Cc1ccc(CC(=O)Nc2cccc([N+](=O)[O-])c2)cc1	-2	-3	1386	7	0.9	-0.07	0.9	0.8	19	-12	3
CC(C)n1c(CCCO)nc2ccccc21	2	-1	1439	-28	1	-0.42	0.9	0.9	14	-2	-2
O=c1cc(CSc2ccc(Cl)cc2)nc(N2CCOCC2)[nH]1	8	4	1474	-48	1	-0.92	1	0.9	14	2	-3
Cc1ccccc1C(=O)NC(=S)N(C)CCc1ccccn1	0	2	1572	-17	1	0.027	1	0.9	9	4	4
CCOC(=O)c1c(C)oc2c(CN3CCN(C)CC3)c(Br)c(OC)c(O)c12	-4	2	1541	-29	0.9	-0.23	0.9	0.9	10	1	9
C/C(=N\NC(=O)c1cccc(Cl)c1)c1cccc(NC(=O)C(C)C)c1	7	-8	1525	nt	1.1	nt	1.1	1	3	0	-4
CCOC(=O)c1[nH]c(C)c(C(=O)Nc2cc(Cl)ccc2C)c1C	-30	2	1529	-6	1	nt	1	1	-2	10	0
CCOC(=O)C(C)n1cnc2c(nnn2-c2ccc(C)cc2)c1=O (stereo not given)	2	3	1576	-15	0.9	nt	1	0.9	13	15	-3
COc1ccc(OC)c(Nc2nc(=O)c3cccnc3s2)c1	28	16	1790	0	0.6	0.047	0.3	0.3	65*	6	4
N#C/C(=C\c1ccco1)C(=O)NCC1CCCO1 (stereo not given)	-3	-10	1528	-1	1	nt	0.9	0.9	12	1	1
O=C(Nc1ccc(S(=O)(=O)Nc2nccs2)cc1)c1cc(-c2ccccc2Cl)nc2ccccc12	10	3	1380	nt	0.9	4.2*	0.9	0.8	19	6	10

Next section
SMILES	G6PDH CS	PPARg SRC-2 ag	SRC2 TRFRET art	S1P3 antagonist	PMI act satM6P	ROMK mod	PMI act	Diaphorase act	Diaphorase inh	PPARg SRC1 recr	PPARg SRC3 recr
CCc1ccc(C(C)NC(=O)c2cc(C)oc2C)cc1 (stereo not given)	4	19	1423	-6	1	-0.47	0.9	0.8	24	-3	6
Cc1nnc(SCC(=O)N2CC(=O)Nc3ccccc32)n1C	-3	-3	1473	nt	1.1	1.4	1.1	0.9	6	2	-8
O=C(OCc1cccc(F)c1)c1ccc2c(c1)-c1ccccc1C2=O	-1	5	1550	nt	1	nt	1	0.9	15	4	-2
CCCCc1cc(=O)oc2cc(C)c(CN3CCCC3)c(O)c12	-6	8	1542	-28	1	nt	0.9	0.8	24	-3	13
CCCn1c(CN(Cc2ccccc2)Cc2ccccc2)nc2c1c(=O)n(C)c(=O)n2C	-18	1	1633	-22	0.9	nt	0.8	0.8	18	10	2
Cc1ccc2nc(NC(=O)CSc3nnc(C)c(=O)n3N)sc2c1	6	4	1655	2	1	0.033	1.1	1.1	-6	5	0
CC1Cc2ccccc2N1C(=O)c1ccc(N2CCCC2)c([N+](=O)[O-])c1 (stereo not given)	-6	5	1508	5	1	nt	0.8	0.8	18	0	4
CC1CCCCN1C(=O)N[C@@H](Cc1ccccc1)C(=O)O (stereo not given in full)	7	-5	1806	1	1	-0.018	1	0.9	7	5	-7
Cc1noc(C)c1COC(=O)c1ccccc1Oc1ccccc1	-2	2	1443	8	0.8	nt	0.8	0.7	25	-1	-3
O=C(CCS(=O)(=O)c1ccccc1)Nc1ccccc1-c1nc2ccccc2s1	-39	9	1603	-14	0.9	0.068	1	1	3	4	2
COc1ccc(Nc2ncccc2C(=O)Nc2ccccc2)cc1	7	1	1506	12	0.9	-0.14	0.8	0.8	22	-4	10

Bioassay records as filed in PubChem BioAssay.
